Screens: PubChem, NCI
All columns: NCI-60 one-dose screen, growth in % after 48 h at 10 µM unless noted; 100 = growth as untreated, 0 = no growth, -100 = all killed.
OVCAR-8: OVCAR-8 ovarian cancer | hit rate 4.4% among 81,000
IGROV1: IGROV1 ovarian cancer; hit rate 4.7% among 79,000
OVCAR-5: OVCAR-5 ovarian cancer | hit rate 2.9% among 82,000
NCI-H23: NCI-H23 lung cancer | hit rate 4% among 80,000
NCI/ADR-RES: NCI/ADR-RES ovarian cells; hit rate 4.4% among 81,000; AID 1794790
NCI-H522: NCI-H522 lung cancer; AID 1794739; hit rate 8% among 78,000
OVCAR-4: OVCAR-4 ovarian cancer cells. hit rate 3.7% among 80,000. AID 1794784
SK-OV-3: SK-OV-3 ovarian cancer cells. hit rate 3.2% among 80,000
OVCAR-3: OVCAR-3 ovarian cancer; hit rate 7% among 79,000
The depositor's hits bear a star; . = not tested or not shown; & = joins results of further samples. Rule for the calls: active = growth percent below 10; inactive = the rest.

SMILES	OVCAR-8	IGROV1	OVCAR-5	NCI-H23	NCI/ADR-RES	NCI-H522	OVCAR-4	SK-OV-3	OVCAR-3
COc1cc2oc(-c3cccc(NC(=O)c4cc(N)ccc4Cl)c3)cc(=O)c2c(OC)c1OC	.	100	109	102	100	101	98	124	104
O=C(O)[C@H](O)[C@@H](O)[C@H](O)[C@H](O)CO	98	116	99	99	101	.	109	106	119
CN1C(=S)N(C)C2NC(N3CCOCC3)=NC21 (centres undefined)	95	108	109	103	108	85	107	100	110
COc1cc2c(=O)[nH]c3cc([N+](=O)[O-])ccc3c2cc1[N+](=O)[O-]	46	41	74	55	49	29	54	77	64
COc1cc(/C=C/C(=O)Nc2ccc(-c3nc4ccc(F)cc4s3)cc2)cc(OC)c1OC	110	108	118	105	111	90	107	108	125
Cc1ccc2nc(NC(=O)CSc3nc(Nc4ccccc4C(=O)O)c(C#N)c(-c4ccccc4)n3)sc2c1	98	87	99	95	104	95	112	101	111
Cn1c(O)c(N=Nc2nc(-c3cc4cc(Br)ccc4oc3=O)cs2)c2ccccc21	98	99	100	102	98	92	.	.	111
C=CCn1c(SCC(=O)N2CCN(c3cc4c(cc3F)c(=O)c(C(=O)O)cn4C3CC3)CC2)nnc1-c1ccc(OC)c(OC)c1	101	111	102	113	109	98	121	105	103
COc1cccc(-c2nc3sccn3c2-c2cccc(S(C)(=O)=O)c2)c1	101	99	96	85	93	102	107	114	113
CC(C)(C)n1cc(-c2ccnc(NCCCNS(=O)(=O)c3cccc(F)c3)n2)c(-c2ccc(F)c(O)c2)n1	90	108	113	94	95	78	71	122	99
Cc1nnc(-c2ccc3c(c2)nc(-c2ccccn2)n3C2CCCCC2)o1	108	105	104	90	90	76	106	93	114
Cc1ccc(-c2c(-c3nc4ccccc4s3)c(N)nc3c(N=Nc4ccc(Br)cc4)c(N)nn23)cc1	92	92	98	88	94	86	104	96	107

Full records from above. Order of screens: OVCAR-8 | IGROV1 | OVCAR-5 | NCI-H23 | NCI/ADR-RES | NCI-H522 | OVCAR-4 | SK-OV-3 | OVCAR-3
Profile of COc1cccc(-c2nc3sccn3c2-c2cccc(S(C)(=O)=O)c2)c1 : 101 | 99 | 96 | 85 | 93 | 102 | 107 | 114 | 113
Profile of CC(C)(C)n1cc(-c2ccnc(NCCCNS(=O)(=O)c3cccc(F)c3)n2)c(-c2ccc(F)c(O)c2)n1 : 90 | 108 | 113 | 94 | 95 | 78 | 71 | 122 | 99

Next records follow:
SMILES	OVCAR-8	IGROV1	OVCAR-5	NCI-H23	NCI/ADR-RES	NCI-H522	OVCAR-4	SK-OV-3	OVCAR-3
N=C(N)SSC(=N)N	100	115	103	112	125	115	101	104	133
[2H]C1NCCCC1([2H])c1ccc(-n2cc3cccc(C(N)=O)c3n2)cc1 (centres undefined)	78	72	91	76	90	78	96	88	100
C[C@@H](CN)NC(=O)c1cc2cc(Cl)c(F)c(F)c2[nH]1	96	81	89	92	100	84	109	100	99
O=Cc1cn[nH]n1	112	.	112	113	113	81	112	116	117
O=C(c1ccccc1)c1cnc(=S)[nH]c1-c1ccc(F)cc1	101	99	108	102	104	94	110	120	109
CC(C)C(NS(=O)(=O)c1ccc(N=Nc2ccc(N(C)C)cc2)cc1)C(=O)NCCOCCOCC(=O)NC(CCCCNC(=O)C(CCCCNC(=O)CCNC1CCCCC1OC1NCC(C(F)(F)F)CC1Cl)NC(=O)COCCOCCNC(=O)C1CCC(N2CCN(CC3CCC(Cl)CC3)CC2)C([N+](=O)[O-])C1)C(=O)NCCOCCOCC(=O)NC(CCCCNC(=O)CN1CCN(CC(=O)O)CCN(CC(=O)O)CCN(CC(=O)O)CC1)C(=O)O (centres undefined)	92	99	98	100	93	92	101	100	105
Nc1nc(NC2CC2)c2ncn(C3C=CC(CO)C3)c2n1 (centres undefined)	94	.	103	107	104	.	106	117	110
Cc1ccc(S(=O)(=O)NN(Cc2ccccc2)Cc2ccccc2)cc1	97	124	110	83	97	103	103	101	110
COc1ccc(NC(=S)Nc2nc3c(=O)[nH]nc(-c4ccc(OC)cc4)c3s2)cc1	99	104	100	92	99	76	102	73	111
C/C(=N\O)c1ccc(OCC(=O)Nc2nc(-c3ccccc3)cs2)cc1	101	111	108	95	100	93	115	130	115
NS(=O)(=O)c1ccc(C(=O)NNCCC(=O)c2ccccc2)cc1	102	103	106	102	110	91	111	100	110
N#Cc1cccc(-c2nc3ccccn3c2NCCN2CCOCC2)c1	91	98	94	99	98	86	30	86	97
COc1ccc(C2Nc3c(c(C(C)(C)C)nn3-c3ccccc3)C(=O)CS2)cc1 (centres undefined)	98	84	108	100	95	85	114	106	101
N=C(N)c1ccc(OCCCCCCCCCCOc2ccc(C(=N)N)cc2)cc1	-75*	-81*	-92*	-70*	87	-76*	-96*	-91*	-92*
OC1CCCCC1C1(NC(=S)Nc2ccccc2)CCCCC1 (centres undefined)	94	105	99	100	97	80	91	104	108
CCN1C(=O)N(CC)C2NN3C(=O)C4(SC3=NC21)C(c1ccccc1F)CN(C)C41C(=O)Nc2ccccc21 (centres undefined)	97	98	106	93	105	86	110	82	111
C=C1C(=O)O[C@H]2[C@H]1CC/C(COC(=O)/C=C\C(=O)NCc1ccc(Cn3c(=O)sn(-c4ccc(OC)cc4)c3=O)cc1)=C\CC[C@@]1(C)O[C@@H]21	4.0*	-97*	-87*	-70*	-16*	-45*	-77*	61	-89*
CCCCc1ccc(NS(=O)(=O)c2cc3c4c(c2)CCN4C(=O)CC3)cc1	16	11	52	21	7.5*	14	.	31	32
CC(C)(Oc1ccc(Cl)cc1)C(=O)O	104	102	108	103	111	85	104	102	125
NCC(=O)O	102&101	108&100	107&106	106&91	108&102	85	108&94	108&113	109&96
CCCC[C@@H]1N=C(c2ccc(Br)cc2)Nc2nc3ccccn3c2C1=O	102	78	109	87	94	92	97	.	111
CC(C)(C)C(=O)C1C(=O)c2ccccc2C1=O	93&102	91&104	98&92	93&101	90&97	85&107	100&74	93&105	107&98
COc1ccc(C(=O)c2cc(OC)c(OC)c(OC)c2)cc1OC(=O)C(Cl)(Cl)Cl	2.5*	16	64	27	9.3*	-13*	60	8.1*	-14*
NS(=O)(=O)c1ccc(Nc2nc(SCC(=O)c3ccc(Br)cc3)nc3c2CCC3)cc1	91	105	96	84	101	90	87	100	.
c1ccc(-c2nnc(Cn3c(Cc4cccc5ccccc45)nc4ccccc43)o2)cc1	85	110	89	80	88	78	80	95	88
CNC(=O)c1cc(N2CCc3c2ccc(NC(=O)Nc2ccc(N4CCOCC4)c(C(F)(F)F)c2)c3F)ccn1	99	101	94	99	101	90	101	114	114
CCCCC(N)C(O)c1ccccc1 (centres undefined)	104	106	110	107	101	103	107	113	109
OCc1c(Cl)nc2sccn12	90	90	115	106	117	95	98	99	115
O=c1oc2c(Cl)cc(Cl)cc2cc1-c1nc2ccccc2[nH]1	103	82	96	103	101	98	80	95	102
CCOc1ccccc1Oc1nccc(-c2cn(CC(N)=O)nc2-c2cc(C)cc(OC)c2)n1	97	98	93	96	94	90	89	94	105
COc1cc(/C=N/NC(=O)c2cn(C3CC3)c3cc(N4CCNCC4)c(F)cc3c2=O)ccc1O	102	90	103	96	105	98	99	102	.
O=c1[nH]c2ccccc2nc1/C=C/NC(=S)NCc1ccccc1	106	91	107	91	97	91	104	101	111
O=[N+]([O-])c1cnc2ccccc2c1N[C@H](CO)c1ccccc1	96	99	92	96	88	91	93	83	.
CCCCCCCCCCCCCCCCCC1=NCCN1CCNC(C)=O	98	91	92	93	98	99	95	107	95
Cc1ccc(C(=O)NN2C(=O)CSC2c2cccc([N+](=O)[O-])c2)cn1 (centres undefined)	.	73	95	93	95	109	95	114	93
O=C(Cn1cc(CO)nn1)Nc1nc(-c2ccccc2)cs1	101	98	105	102	101	95	101	88	120

In a second layout: 13 of the compounds above.
Results follow in this order: OVCAR-8	IGROV1	OVCAR-5	NCI-H23	NCI/ADR-RES	NCI-H522	OVCAR-4	SK-OV-3	OVCAR-3
> NS(=O)(=O)c1ccc(Nc2nc(SCC(=O)c3ccc(Br)cc3)nc3c2CCC3)cc1
  91	105	96	84	101	90	87	100	.
> c1ccc(-c2nnc(Cn3c(Cc4cccc5ccccc45)nc4ccccc43)o2)cc1
  85	110	89	80	88	78	80	95	88
> CNC(=O)c1cc(N2CCc3c2ccc(NC(=O)Nc2ccc(N4CCOCC4)c(C(F)(F)F)c2)c3F)ccn1
  99	101	94	99	101	90	101	114	114
> CCCCC(N)C(O)c1ccccc1 (centres undefined)
  104	106	110	107	101	103	107	113	109
> OCc1c(Cl)nc2sccn12
  90	90	115	106	117	95	98	99	115
> O=c1oc2c(Cl)cc(Cl)cc2cc1-c1nc2ccccc2[nH]1
  103	82	96	103	101	98	80	95	102
> CCOc1ccccc1Oc1nccc(-c2cn(CC(N)=O)nc2-c2cc(C)cc(OC)c2)n1
  97	98	93	96	94	90	89	94	105
> COc1cc(/C=N/NC(=O)c2cn(C3CC3)c3cc(N4CCNCC4)c(F)cc3c2=O)ccc1O
  102	90	103	96	105	98	99	102	.
> O=c1[nH]c2ccccc2nc1/C=C/NC(=S)NCc1ccccc1
  106	91	107	91	97	91	104	101	111
> O=[N+]([O-])c1cnc2ccccc2c1N[C@H](CO)c1ccccc1
  96	99	92	96	88	91	93	83	.
> CCCCCCCCCCCCCCCCCC1=NCCN1CCNC(C)=O
  98	91	92	93	98	99	95	107	95
> Cc1ccc(C(=O)NN2C(=O)CSC2c2cccc([N+](=O)[O-])c2)cn1 (centres undefined)
  .	73	95	93	95	109	95	114	93
> O=C(Cn1cc(CO)nn1)Nc1nc(-c2ccccc2)cs1
  101	98	105	102	101	95	101	88	120

Later entries:
SMILES	OVCAR-8	IGROV1	OVCAR-5	NCI-H23	NCI/ADR-RES	NCI-H522	OVCAR-4	SK-OV-3	OVCAR-3
COc1cccc(-c2nn(-c3ccccc3)cc2-c2ccnc(NCCNC(=O)Nc3ccc(Cl)c(Cl)c3)c2)c1	7.0*	44	42	20	-22*	-15*	36	9.8*	-6.9*
N#Cc1c(-c2cccc(Cl)c2Cl)cc(-c2c[nH]c3ccccc23)[nH]c1=O	73	71	84	70	77	70	75	94	86
Nc1ccc(C(=O)C[n+]2ccccc2)cc1	109	112	105	103	112	101	108	112	109
CCCCCCCC12Cc3ccccc3C1=Nc1c(c3ccccc3n1C)C2=O (centres undefined)	85	69	87	85	94	48	97	82	93
COc1ccc(/C=C2\N=C3N(NC(=O)N3c3ccccc3)C2=O)cc1	89	101	101	105	88	97	93	.	109
COc1ccccc1C(=O)Nc1cccc(-c2cc(=O)c3c(O)c(OC)c(OC)cc3o2)c1	83	97	95	98	95	59	105	65	115
